M5 antag – antagonists of human muscarinic M5 receptor (CHRM5) | P08912 | AID 624040 | inhibition, % at 3 µM | CHO-hM5 cells, Fluo-8 calcium fluorescence, ACh EC80 | actives 0.59% (n = 360,000);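 active = inhibition above a per-plate cutoff, the mean of that plate's test compounds plus 3 SD, cut at about 27% in these data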;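 note: 0% = acetylcholine EC80 with DMSO and 100% = DMSO without agonist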
M4 PAM – positive allosteric modulators of human muscarinic M4 receptor. activation, % at 3 µM. actives 0.4% (n = 360,000). CHO-K1 hM4/Gqi5, Fluo-8 calcium fluorescence, ACh EC20; 0% = ACh EC20, 100% = maximal ACh. P08173;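 active = activation above its plate's cutoff, the mean activation of sample wells plus 3 SD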; note: some results filed as inactive read as strong as hits
Target sequence (P08173 whole entry, looked up): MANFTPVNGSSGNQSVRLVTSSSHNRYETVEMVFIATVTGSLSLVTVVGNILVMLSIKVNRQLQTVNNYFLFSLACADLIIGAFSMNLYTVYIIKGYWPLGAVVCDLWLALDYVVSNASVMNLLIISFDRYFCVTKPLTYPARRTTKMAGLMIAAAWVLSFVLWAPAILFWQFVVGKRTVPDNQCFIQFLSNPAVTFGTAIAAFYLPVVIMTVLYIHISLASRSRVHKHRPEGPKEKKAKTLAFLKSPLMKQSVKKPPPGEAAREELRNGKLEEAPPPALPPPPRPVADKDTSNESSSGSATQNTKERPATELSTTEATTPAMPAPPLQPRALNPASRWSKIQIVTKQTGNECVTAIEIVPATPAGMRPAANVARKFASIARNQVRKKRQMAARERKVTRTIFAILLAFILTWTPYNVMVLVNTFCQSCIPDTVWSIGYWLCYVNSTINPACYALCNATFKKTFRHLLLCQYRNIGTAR
CRFBP-R2 agonist – CRF-BP/CRF-R2 complex agonism. HEK293 CRF-R2/CRF-BP, calcium dye fluorescence (FLIPR); percent of saturating CRF peptide response. activation, % at 13.2 µM. actives 0.46% (n = 350,000);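 active = activation of at least 50%, plus an integration ratio under a set limit after plate pattern correction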;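 note: plate controls were neutral control wells without compound for no effect and CRF at EC100 for full effect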
CHRM4 agonist – CHRM4 agonism in calcium assay. P08173. CHO-K1 hM4/Gqi5, Fluo-8 calcium fluorescence; vehicle 0%, full acetylcholine response 100%. activation, % at 3 µM. actives 0.14% (n = 360,000);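 active = activation above the run mean over all test wells plus 3 SD, cut at about 32% in these data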;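 note: peak over basal fluorescence ratio per well then scaled between controls; 0% = DMSO wells and 100% = acetylcholine at EC100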
CHRM1 PAM – human CHRM1 positive allosteric modulation; P11229; CHO-K1 hM1, Fluo-8 calcium fluorescence, ACh EC20; 0% = ACh EC20, 100% = maximal ACh; activation, % at 3 µM; actives 0.088% (n = 360,000); AID 588819; in the data active = activation above about 19%, passing the limit was not always enough
Target sequence (P11229 whole entry, looked up): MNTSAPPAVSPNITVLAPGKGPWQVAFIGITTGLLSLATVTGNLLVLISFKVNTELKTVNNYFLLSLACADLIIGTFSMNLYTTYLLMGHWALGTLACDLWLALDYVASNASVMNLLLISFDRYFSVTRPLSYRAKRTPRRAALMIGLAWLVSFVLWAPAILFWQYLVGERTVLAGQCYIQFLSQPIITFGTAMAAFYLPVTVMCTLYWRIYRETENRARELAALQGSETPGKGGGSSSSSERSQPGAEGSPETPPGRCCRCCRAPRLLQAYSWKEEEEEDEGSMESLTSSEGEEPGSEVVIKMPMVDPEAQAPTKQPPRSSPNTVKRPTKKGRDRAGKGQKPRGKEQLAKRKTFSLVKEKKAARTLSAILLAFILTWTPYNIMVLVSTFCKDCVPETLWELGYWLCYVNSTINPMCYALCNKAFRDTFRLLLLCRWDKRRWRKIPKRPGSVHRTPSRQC
M4 antag – CHRM4 antagonism in calcium assay | inhibition, % at 3 µM | P08173 | AID 624125 | actives 0.73% (n = 360,000) | CHO-hM4 cells, ACh EC80, Fluo-8 calcium fluorescence;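 active = inhibition above its plate's cutoff, the mean inhibition of sample wells plus 3 SD, cut at about 27% in these data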;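 note: 0% = acetylcholine EC80 with DMSO and 100% = DMSO without agonist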
M5 ag – CHRM5 agonism in calcium assay; P08912; CHO-K1 hM5 cells, Fluo-8 calcium fluorescence; 0% DMSO wells, 100% maximal acetylcholine response; activation, % at 3 µM; actives 0.19% (n = 360,000); AID 624037;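 active = activation above the run's mean over test compounds plus 3 SD, cut at about 23% in these data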;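 note: signal is peak over basal fluorescence ratio across the kinetic read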
M1 antag – blocks human M1 muscarinic receptor. P11229. CHO-K1 hM1, Fluo-8 calcium fluorescence, ACh EC80 antagonist. inhibition, % at 3 µM. actives 1.3% (n = 360,000). AID 588852;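 active = percent inhibition above its own plate's cutoff, namely the mean of that plate's compound wells plus 3 SD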;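 note: peak over basal fluorescence ratio during 140 s after agonist addition; 0% = ACh EC80 plus DMSO and 100% = DMSO alone without agonist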
CHRM5 PAM – potentiates acetylcholine response at human M5 receptor. P08912. CHO-K1 hM5, Fluo-8 calcium, ACh EC20 PAM; 0% = ACh EC20, 100% = ACh EC100. activation, % at 3 µM. actives 0.3% (n = 360,000);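 active = activation above the run cutoff, the mean activation of all test compounds plus 3 SD, cut at about 18% in these data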
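System: CHO-K1 cell line with stable human muscarinic M5 receptor expression | Also added: EC20 acetylcholine as agonist stimulus | Compound: One concentration, 3 µM final (nominal) | Timing: Fluo-8 loading 80 min at 37 °C plus 30 min room temperature | Measured by: Fluo-8 calcium dye fluorescence, kinetic read | Read-out basis: % activation, ACh-normalized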
* hit, by the source's call; / = no result given.

#	Structure	CHRM5 PAM	CHRM1 PAM	M5 ag	M1 antag	M4 antag	M5 antag	CRFBP-R2 agonist	M4 PAM	CHRM4 agonist
1	COc1ccc2[nH]c(=O)c(CN(CC3CCCO3)C(=O)Nc3ccc(F)cc3)cc2c1 (stereo not given)	-17	-3	3	8	-13	7	-0.7	1	14
2	CCOC(=O)c1cccc(NS(=O)(=O)c2c(C(=O)N3CCCCCC3)c(C)n(C)c2C)c1	-2	1	-2	-5	4	1	0.0	-2	6
3	Cc1sc(NC(=O)c2cccs2)c(C(=O)OC(C)C)c1C	3	17	1	-21	-6	-9	1.8	8	1
4	CC1CCc2[nH]c3ccc(C(=O)N(C)CC(=O)Nc4ccc(F)cc4)cc3c2C1 (stereo not given)	-3	0	0	-7	3	20	1.2	-4	8
5	COC(=O)[C@@]1(Cc2ccc(OC)cc2)[C@H]2c3cc(C(=O)N4CCCC4)n(CCn4cc([N+](=O)[O-])nc4C)c3C[C@H]2CN1C(=O)c1ccccc1	-4	-1	3	3	-4	10	6.0	11	1
6	OC(c1ccc(CN2CCCCC2)cc1)c1ncc(-c2ccccc2F)[nH]1 (stereo not given)	-4	-3	-2	-5	1	-5	/	-1	2
7	O=C(Nc1ccc(Oc2ncccn2)cc1)c1ccco1	-5	4	1	-10	0	2	0.4	-2	1
8	COc1ccc(S(=O)(=O)N(C)c2ccc(C(=O)NCc3ccccn3)cc2)cc1	4	2	-1	-10	4	-1	2.0	-4	3
9	CC1(C)CC(=O)C(C=NCCCn2ccnc2)=C(O)C1	5	6	-1	-3	8	6	-2.0	12	0
10	CCCC(=O)N1c2ccccc2C(N(C(C)=O)c2ccccc2)CC1C (stereo not given)	1	8	0	-11	-1	-2	1.2	0	0
11	Cc1cccc(Cn2cnc3c(NS(C)(=O)=O)c(C)c(C)cc32)c1	6	9	2	-15	-7	-2	-1.8	7	2
12	Cc1cc(C)c2cc(C(=O)N3CCC(C(=O)c4ccc(F)cc4)CC3)[nH]c2c1	-28	-8	0	21	10	14	-0.4	-40	11
13	Cn1c(=O)c(=O)n(C)c2cc(N3CCOCC3)c(NS(=O)(=O)c3ccc(F)c(Cl)c3)cc21	-1	0	-3	2	0	2	1.0	0	1
14	CS(=O)(=O)c1ccc([C@@H](O)[C@@H](CF)NC(=O)C(Cl)Cl)cc1	-6	4	0	-21	-11	-5	0.3	-2	0
15	CCOc1ccc(CC(=O)Nc2ccc(S(=O)(=O)Nc3cc(C)on3)cc2)cc1OCC	-3	4	0	-3	10	3	-3.1	-7	-1

From no. 3 to 4, as listed above:
#	Structure	CHRM5 PAM	CHRM1 PAM	M5 ag	M1 antag	M4 antag	M5 antag	CRFBP-R2 agonist	M4 PAM	CHRM4 agonist
3	Cc1sc(NC(=O)c2cccs2)c(C(=O)OC(C)C)c1C	3	17	1	-21	-6	-9	1.8	8	1
4	CC1CCc2[nH]c3ccc(C(=O)N(C)CC(=O)Nc4ccc(F)cc4)cc3c2C1 (stereo not given)	-3	0	0	-7	3	20	1.2	-4	8

Other compounds
#	Structure	CHRM5 PAM	CHRM1 PAM	M5 ag	M1 antag	M4 antag	M5 antag	CRFBP-R2 agonist	M4 PAM	CHRM4 agonist
16	CN(C)c1ccc(C(CNS(=O)(=O)c2ccc(F)c(F)c2)c2c[nH]c3ccccc23)cc1 (stereo not given)	-3	-8	-4	16	-4	-2	-0.8	-12	0
17	CC(C)CNC(=O)c1c(F)c(F)c(F)c(F)c1F	12	8	-3	1	-11	-9	8.8	-5	0
18	Cc1cc(NS(=O)(=O)c2ccc(NC(=O)C(C)Oc3cc(C)c(Cl)c(C)c3)cc2)no1 (stereo not given)	-6	2	-7	-8	1	22	-1.3	-1	0
19	CCCCNc1c(-c2ccc(Sc3ccc(OC)cc3)cc2)nc2cc(C)ccn12	-13	-15	-5	25	44*	11	-1.5	-13	4
20	CSc1nsc(NC(=O)OCc2ccc(Cl)cc2)n1	-11	1	-3	-15	-10	16	8.9	-1	12
21	Cc1ccc(C(=O)N2CCN(c3nc4ccccc4n3C)CC2)cc1	-2	14	-4	-19	-4	2	-11	0	1
22	CC(OC(=O)C1CC1C)C(=O)Nc1ncc(Cl)cc1Cl (stereo not given)	8	9	-4	-13	-5	-6	0.9	5	0
23	Cc1ccc(NC(=O)NCCN2CCN(c3ccccc3)CC2)cc1Cl	-5	1	3	-7	2	5	-0.5	-4	8
24	Cc1ccc(-n2c(=O)c3ccccc3n(CC(=O)NCc3ccco3)c2=O)cc1	9	8	-2	-12	-5	7	2.8	3	-1
25	CC(C)C[C@H]1CNC(=S)N1C[C@H]1CCCN1C[C@H](Cc1ccc(O)cc1)N1C[C@H](Cc2ccc(O)cc2)N(CCc2ccccc2)C1=S	-6	9	-1	-1	4	12	/	11	2
26	COC(=O)c1[nH]c2ccc(Br)cc2c1NC(=O)C(C)N1CCN(C2CCCCC2)CC1 (stereo not given)	7	8	-4	-5	-4	-6	-0.9	7	1
27	Cc1ccc(NC(=O)COC(=O)C2CCC(=O)N2)c([N+](=O)[O-])c1 (stereo not given)	0	13	0	-16	5	11	-1.0	-1	2
28	Cn1c(NCc2ccccc2F)nc2cc(-c3cccc(Cl)c3)sc2c1=O	4	7	0	-13	-2	-11	/	1	1
29	O=C(CCCCCN1C(=O)c2ccccc2C1=O)Nc1nccs1	-9	4	1	-9	-14	-3	2.1	-9	5
30	CCOC(=O)Nc1c2ccccc2nc2ccccc12	-2	-8	0	19	-4	2	-1.2	0	3
31	COCCN(C(=O)CSc1nc2ccccc2c(=O)n1CC(C)C)c1c(N)n(Cc2ccccc2)c(=O)[nH]c1=O	-1	15	-1	-9	-2	2	6.8	4	1
32	O=C(Cn1nnc(-c2ccccc2F)n1)OCC(=O)c1ccccc1	-4	7	-2	-7	0	7	-1.5	3	2
33	O=C(Nc1ccccc1Cl)c1cc(S(=O)(=O)N2CCCC(C(=O)O)C2)ccc1F (stereo not given)	-3	-6	2	13	-18	4	0.8	51*	-1
34	FC(F)(F)c1cccc(CON=C2CCN(c3ncc(C(F)(F)F)cc3Cl)CC2)c1	-9	-1	-2	-5	0	10	3.3	4	0
35	Cc1onc(C(=O)N2CCOCC2)c1[N+](=O)[O-]	-6	6	0	-1	11	13	-0.4	1	0
36	Cc1ccsc1C(=O)OCc1cc(=O)n2ccsc2n1	0	5	-2	-12	-2	10	2.0	3	1
37	CCCCn1c(CCC(=O)O)nc2cc(S(=O)(=O)N(CC)CC)ccc21	2	-1	-2	0	-2	11	1.1	2	0
38	CCOc1ccc(Oc2ccc(-c3nnc(-c4ccccc4)o3)cc2[N+](=O)[O-])cc1	2	7	0	-5	4	1	2.0	13	1
39	C[C@@H](O)CNC(=O)c1[nH]cnc1C(=O)N[C@H](C)c1ccccc1	-4	-6	1	0	-6	7	2.0	3	2
40	Nc1nonc1-n1nnc(C(=O)N/N=C/c2cc(Br)ccc2O)c1CNc1ccccc1	-5	4	-4	-3	-3	6	2.6	0	2
41	CSC(=NS(=O)(=O)c1ccc(N)cc1)NS(=O)(=O)c1cccs1	0	1	-1	-5	4	11	1.9	-1	1
42	c1ccc(SCc2cc(-c3ccccc3)no2)cc1	-7	6	-4	-5	-11	7	-0.1	-8	-2
43	COc1cccc(C2CC(c3cccs3)=NN2C(=O)CSc2nc3ccccc3o2)c1OC (stereo not given)	-3	-2	0	0	3	-2	1.3	-2	1
44	COc1ccc(NS(=O)(=O)c2cccc(C(=O)NNC(=O)NCCCl)c2)cc1	2	15	0	-12	1	9	-1.7	3	2
45	O=C1COc2ccccc2N1Cc1ccc(Cl)cc1	3	-1	-8	7	12	6	1.0	-6	-2
46	CC1CN(CCOCCOc2ccccc2-c2ccccc2)CC(C)O1 (stereo not given)	-2	8	-5	-17	-6	15	-0.1	1	0
47	COc1cccc(-n2c(CNC(=O)OC(C)(C)C)n[nH]c2=S)c1	1	10	-1	-8	7	-3	-1.4	0	1
48	O=C(Cn1cc(C(F)(F)F)ccc1=O)N/N=C/c1ccccc1O	-9	-1	-1	6	1	8	-1.6	-4	2
49	CN(C(=O)CSc1nnc(-c2ccco2)n1C)C1CCCCC1	1	9	1	-11	4	7	-0.5	4	1
50	CN(C)C(=O)CCc1ccc2c3c([nH]c2c1)[C@]1(CCC2CCCC2)[C@@H](C(=O)N2CCOCC2)C[C@H](CC(=O)NCCc2ccccn2)C(=O)N1CC3	-1	7	-1	-13	6	0	-0.3	-1	0
51	COc1cc(C(F)(F)F)ccc1C(=O)NCCc1ccco1	1	-4	-5	4	-4	3	-5.7	3	0
52	Cc1nn(CC(=O)NC2C(=O)N3C(C(=O)O)=C(CSc4nnnn4C)CSC23)cc1Br (stereo not given)	0	12	-1	-19	2	8	-1.1	3	1
53	O=C(NCCCN1CCCC1)c1ccc(CS(=O)(=O)c2c(Cl)cccc2Cl)o1	-8	-11	-11	11	5	12	0.0	-19	1
54	CC/C(C)=N\Nc1nc(-c2cc3cc(OC)ccc3oc2=O)cs1	0	0	0	2	1	6	-2.1	-16	4
55	Cc1cc(=O)[nH]c(NN=C2CCC(C(C)(C)C)CC2)n1 (stereo not given)	8	8	0	3	6	-3	-1.6	-1	2
56	COc1ccccc1CNS(=O)(=O)N(C)C	5	6	-3	-2	-6	1	1.1	5	0
57	COc1cc(CN2C[C@@H](CO)O[C@@H](n3cnc4c(N5CCOCC5)ncnc43)C2)cc(OC)c1OC	-3	-2	1	3	-7	-1	/	1	1
58	COc1ccc(CNC(=O)C(=O)c2cn(CC(=O)N3CCCC3)c3ccccc23)cc1	-1	-2	-1	11	0	-1	-1.5	2	2
59	CC1(C)CC(NC(=O)C2CCN(S(=O)(=O)c3cccc(C(F)(F)F)c3)CC2)CC(C)(C)N1	0	7	1	-8	-4	8	0.2	7	1
60	O=S(=O)(Nc1ccc(-c2cn3ccccc3n2)cc1)c1ccccc1	0	11	1	-14	4	1	-2.3	1	2
61	COc1ccc(CCNC(=O)Cc2cc(=O)[nH]c(=O)[nH]2)cc1OC	1	3	4	-8	6	-2	-5.2	-3	0
62	Nc1[nH]c(C(=O)c2ccccc2)c(-c2ccncc2)c1C(=O)NCCc1c[nH]c2ccccc12	-5	/	3	/	-3	-4	/	-4	9
63	O=C(OCC(=O)N1CCc2ccccc21)c1ccccn1	-8	1	-4	2	-8	6	-2.1	-4	1
64	COc1cc(/C=C2\C(=O)N(c3ccc(NC(C)=O)cc3)N=C2c2ccccc2)ccc1O	1	7	2	0	4	5	-0.1	-4	0
65	CSCC[C@H](NS(=O)(=O)c1ccc(C(C)=O)cc1)c1nnc2ccccn12	-1	-1	-5	4	3	5	-1.1	-3	0
66	CN(C)C=Nc1c(C(=O)c2ccccc2)sc2nccc(N(C)C)c12	-2	-1	0	2	-4	1	0.5	0	3
67	CCCCn1c(N)c(N(Cc2ccccc2OC)C(=O)COc2ccc(C)cc2)c(=O)[nH]c1=O	3	-1	0	6	0	-2	-0.6	1	0
68	CCOC(=O)C1CCN(C2=C(NS(=O)(=O)c3ccc(Cl)cc3)C(=O)c3ccccc3C2=O)CC1	-11	-14	10	12	-13	6	-5.1	-12	1
69	O=C(Nc1ccc2c(c1)OCO2)O[C@@H]1C[C@H]2CCC(=O)N3CC[C@@H](C1)[C@@H]23	-4	2	0	0	10	7	-0.3	-1	1
70	O=C(CSc1cccs1)NCCc1ccccc1	5	13	0	-12	-7	-4	-1.6	13	0
71	C=C(C)COc1ccc(-c2[nH]ncc2-c2ccc(Br)cc2)c(O)c1	1	5	-1	-8	-9	-1	5.0	-13	-1

Assay outcomes (PubChem BioAssay)
